# High-throughput results from PubChem BioAssay.
# USP30 block = inhibitors of human USP30 deubiquitinase; AID 1645860, 2021; 47,000 tested, 5.3% active; inhibition, % at 25 µM; purified USP30, Ub-rhodamine cleavage fluorescence
# OTUD3 inh = inhibitors of human OTUD3 deubiquitinase. purified OTUD3, Ub-rhodamine fluorescence, 2 h. 47,000 tested, 0.7% active. OTU domain-containing protein 3 (Homo sapiens), Q5T2D3. inhibition, % at 25 µM. AID 1645858, 2021
# USP28 inh = inhibitors of human USP28 deubiquitinase; purified USP28, Ub-rhodamine cleavage fluorescence, 30 min; Ubiquitin carboxyl-terminal hydrolase 28 (Homo sapiens), Q96RU2; 47,000 tested, 3% active; inhibition, % at 25 µM
# USP7 inh = inhibitors of human USP7 deubiquitinase; 47,000 tested, 0.3% active; purified USP7, Ub-rhodamine cleavage fluorescence; inhibition, % at 20 µM; Ubiquitin carboxyl-terminal hydrolase 7 (Homo sapiens), Q93009
# UCHL1 block = inhibitors of human UCHL1 deubiquitinase | Ubiquitin carboxyl-terminal hydrolase isozyme L1 (Homo sapiens), P09936 | purified UCHL1, Ub-rhodamine cleavage fluorescence | inhibition, % at 20 µM | 47,000 tested, 0.2% active | AID 1645859, 2021
# Target sequence (P09936 whole entry, looked up): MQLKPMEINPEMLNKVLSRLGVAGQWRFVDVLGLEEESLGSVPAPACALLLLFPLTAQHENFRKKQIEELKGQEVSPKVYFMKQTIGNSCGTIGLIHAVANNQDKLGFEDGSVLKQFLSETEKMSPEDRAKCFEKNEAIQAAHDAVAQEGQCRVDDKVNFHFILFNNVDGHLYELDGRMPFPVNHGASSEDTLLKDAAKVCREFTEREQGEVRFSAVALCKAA
# USP17 inh = inhibitors of human USP17 deubiquitinase | inhibition, % at 50 µM | AID 1645855, 2021 | purified USP17, Ub-rhodamine cleavage fluorescence, 3 h | Ubiquitin carboxyl-terminal hydrolase 17-like protein 5 (Homo sapiens), A8MUK1 | 47,000 tested, 6.5% active
# Target sequence (A8MUK1 whole entry, looked up): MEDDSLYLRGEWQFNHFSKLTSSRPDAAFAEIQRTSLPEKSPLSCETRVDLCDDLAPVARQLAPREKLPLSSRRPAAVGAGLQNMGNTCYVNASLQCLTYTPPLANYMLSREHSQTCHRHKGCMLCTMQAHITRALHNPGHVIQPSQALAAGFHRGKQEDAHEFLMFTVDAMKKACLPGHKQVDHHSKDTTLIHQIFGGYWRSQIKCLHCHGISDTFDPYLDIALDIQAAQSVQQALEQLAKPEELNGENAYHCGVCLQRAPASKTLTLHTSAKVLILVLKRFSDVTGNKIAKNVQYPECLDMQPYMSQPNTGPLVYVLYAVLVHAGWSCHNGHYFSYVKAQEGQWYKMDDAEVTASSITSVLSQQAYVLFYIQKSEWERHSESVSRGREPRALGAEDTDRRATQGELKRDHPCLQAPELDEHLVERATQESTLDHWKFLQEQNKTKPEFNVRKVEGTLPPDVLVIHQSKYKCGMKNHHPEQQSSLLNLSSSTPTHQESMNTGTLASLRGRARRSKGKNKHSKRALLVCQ
# USP10 block = inhibitors of human USP10 deubiquitinase | inhibition, % at 20 µM | 47,000 tested, 1.1% active | purified USP10, Ub-rhodamine fluorescence, 60 min | AID 1645856, 2021
# USP8 inh = inhibitors of human USP8 deubiquitinase; AID 1645853, 2021; inhibition, % at 20 µM; Ubiquitin carboxyl-terminal hydrolase 8 (Homo sapiens), P40818; 47,000 tested, 4.2% active; purified USP8, Ub-rhodamine cleavage fluorescence, 30 min
# An asterisk follows results filed as active; i = inactive; / = no result given. Rule as the data show it: active = inhibition above about 30%; inactive = the rest. Hits appear at their usual frequency; any-hit rate near 14%.
# Sequence of screens – USP30 block, OTUD3 inh, USP28 inh, USP7 inh, UCHL1 block, USP17 inh, USP10 block, USP8 inh
1: Cn1c(CN2CCOCC2)nnc1SCc1ccc(Cl)cc1
→ 32*, 14, 15, -2, 0, 20, 0, 2
2: Cc1ccc(C)c(Cn2nnc3c(=O)[nH]c(C4CCN(C(=O)C5CC5)CC4)nc32)c1
→ 16, 1, 7, -5, 3, 0, 1, 0
3: CC(NC(=O)CSc1nnc2n(-c3ccccc3)c(=O)c3ccccc3n12)c1ccccc1 (stereo not drawn)
→ 48*, 8, 10, 5, 5, 12, 3, 36*
4: Nc1nc(-c2cc3c4c(c2)CC(=O)N4CCC3)cs1
→ 7, 0, 7, 3, 1, 29, 1, -140
5: O=C(C1CCCN(S(=O)(=O)N2CCC3(CC2)OCCO3)C1)N1CCc2ccccc21 (stereo not drawn)
→ -36, -2, -10, -2, -2, -4, 0, -6
6: CCN1CCN(C(=O)c2ccccc2NC(=O)c2cc(F)ccc2-n2cnnn2)CC1
→ -4, -4, -6, -2, -4, 10, 0, 5
7: Cc1nc(Nc2ccccn2)sc1C(=O)N1CCCCCC1
→ -44, -19, -18, -5, -3, -15, -6, -1
8: CN(C)c1ncnc2c1ncn2[C@@H]1CC[C@@H](NC(=O)CC2CCCC2)[C@H](O)[C@H]1O
→ 0, 0, -3, 1, -2, -16, 3, -70
9: CCc1nc2sc3c(c2c(=O)n1CCO)CCC3
→ 2, 1, 2, -9, -1, 4, 4, 2
10: CNc1cc(C2CCCN(C(=O)c3cc4c([nH]c3=O)CCC4)C2)ccn1 (stereo not drawn)
→ -17, 1, -1, 0, -1, -1, -3, -95
11: COc1ccc2ncc(S(=O)(=O)c3ccccc3)c(N3CCN(c4cccc(C)c4C)CC3)c2c1
→ -1, -3, -1, 2, 0, -28, 0, -2
12: CC(C)Cn1c(=O)c2sccc2n2c(CCC(=O)NC3CCCCCC3)nnc12
→ -5, -1, -5, -5, -2, /, 1, 0
13: CN1CCCn2cc(S(=O)(=O)NCCc3ccc(Cl)cc3)cc2C1=O
→ -13, -3, -6, -8, -5, -3, 0, -10
14: Cc1cc(C(=O)N2CCCC2c2ccnc(N(C)C)c2)c(=O)[nH]c1C (stereo not drawn)
→ 17, 10, -9, 5, 0, -6, 2, 0
15: c1ccc(C2NCCN=C2NC2CCCCC2)cc1 (stereo not drawn)
→ -3, 4, 0, 6, 0, 4, 0, 9
16: CC(C)(C)C1CCC(C(=O)OCC(=O)Nc2ccc([N+](=O)[O-])cc2C#N)CC1 (stereo not drawn)
→ -30, -4, -9, -3, 2, -15, 17, -27
17: COc1ccc(C(C(=O)NC2CCCC2)N(Cc2ccccc2Cl)C(=O)c2ccco2)cc1 (stereo not drawn)
→ 35*, 11, 6, 4, 3, 11, 7, 8
18: COc1ccc2[nH]c3c(c2c1)CCN1C(=O)N(c2ccccc2C(=O)NCc2ccc4c(c2)OCO4)C(=O)[C@]31C
→ 2, 2, 8, 5, 0, 29, 2, -22
19: O=C(C1CCN(S(=O)(=O)c2cccc3nsnc23)CC1)N1CCCc2ccccc21
→ 7, 16, 8, -3, 0, -7, 1, -1
20: CCNC(=O)OC1CN(C(=O)C2CC2)CCC(=O)N(C)c2ccccc21 (stereo not drawn)
→ 21, 6, 8, 2, 0, 11, 0, 3
21: CCSc1ncc2c(=O)n(C(CC)C(=O)N(CC)Cc3ccccc3)cnc2n1 (stereo not drawn)
→ 7, 9, 10, 1, 1, 5, -3, 3
22: O=C(O)/C=C/c1cn(Cc2ccccc2)nc1-c1cccnc1
→ 0, -4, 0, 4, 0, 0, -1, -2
23: CC(Nc1ccc(Oc2ccccc2)cc1)C(=O)Nc1cccc(C#N)c1 (stereo not drawn)
→ /, 8, /, 7, 10, 37*, 12, 5
24: Cc1ccc(C(=O)C(C)OC(=O)c2cc3ccccc3oc2=O)cc1 (stereo not drawn)
→ /, 2, /, 0, 0, 47*, 4, -1
25: Cc1ccc(N2CCN(C(=O)CSc3cc(=O)n(C)c4ccccc34)CC2C)cc1 (stereo not drawn)
→ -16, -10, -7, 2, 3, -12, 3, -29
26: COc1ccccc1-c1coc2cc(OC(=O)c3ccc(C(C)(C)C)cc3)ccc2c1=O
→ -38, -2, -14, 1, 3, 3, 3, 13
27: O=C(NCc1ccco1)c1ccc2c(=O)nc3c(-c4ccc(F)cc4)n[nH]n3c2c1
→ -63, 25, 9, 18, 17, 12, 27, -4
28: O=C(COc1ccc2ccc(=O)oc2c1)N1CCCc2ccccc21
→ -18, -2, 4, -9, -5, -15, 0, 0
29: O=C1Nc2ccc(S(=O)(=O)NCCCO)c3cccc1c23
→ 8, 6, 14, 3, 0, 0, -9, 1
30: O=C(Nc1sc2c(c1CN1CCOCC1)CCCC2)c1ccco1
→ 8, 6, 3, -2, 4, 6, 4, 0

# Next section, overlapping the part above by two compounds.
# Sequence of screens – USP30 block, OTUD3 inh, USP28 inh, USP7 inh, UCHL1 block, USP17 inh, USP10 block, USP8 inh
29: O=C1Nc2ccc(S(=O)(=O)NCCCO)c3cccc1c23
→ 8, 6, 14, 3, 0, 0, -9, 1
30: O=C(Nc1sc2c(c1CN1CCOCC1)CCCC2)c1ccco1
→ 8, 6, 3, -2, 4, 6, 4, 0
31: COc1cc(C)c(Cl)cc1S(=O)(=O)N1CCN(c2nc(C)cc(N(C)C)n2)CC1
→ -15, -21, -7, 17, 11, -16, 2, -13
32: O=C(COc1ncnc2ccccc12)N1CCC2(CC=CCOC2)CC1
→ 1, -10, -3, 0, -1, -17, 0, -2
33: Cc1noc2ncnc(N3CCN(c4cccc(Cl)c4)CC3)c12
→ 17, 0, 3, -3, -1, 11, 3, 5
34: O=C(NC1CCCC1)c1nc(C(=O)N2CCc3ccccc3C2)cs1
→ -15, -3, 4, -10, 1, 0, -1, 0
35: COc1ccc(NC(=O)COC(=O)CC2CCCCC2)c([N+](=O)[O-])c1
→ 17, 7, 9, 3, 0, 15, 3, 25
36: CC(=O)N[C@@]12CN(Cc3ccc(N4CCCC4=O)cc3)CC[C@@H]1CN(C(C)=O)C2
→ -14, -2, -3, 3, 0, 0, -3, 6
37: COc1cc(OC)c(NC(=O)c2cc(-c3ccccn3)n[nH]2)cc1Cl
→ 15, 5, 2, 22, 6, -4, 40*, 89*
38: Cc1oc(CNC(=O)Cc2ccc(Cl)cc2)nc1C(=O)N1CCC(C)CC1
→ 1, -2, -5, -4, -2, -5, -1, 0
39: O=C1CO[C@H]2CN(Cc3ccc4cc[nH]c4c3)C[C@@H]2N1C1CCOCC1
→ 1, 8, 1, 4, 1, 7, -1, 17
40: CCS(=O)(=O)N1CCC2(CCCN(c3ncc(F)cn3)C2)C1 (stereo not drawn)
→ -2, 10, 10, 2, 1, -3, 1, -4
41: CC1CCCCN1CCCNC(=O)c1ccc(N2CCc3ccccc32)s1 (stereo not drawn)
→ 24, 19, 56*, 3, 4, 28, -3, 11
42: Cc1ccc2[nH]c(=O)c(CN(CC3COCCO3)C(=O)Nc3ccc(Cl)cc3)cc2c1 (stereo not drawn)
→ 16, 2, 7, -1, 4, 13, 2, 12
43: O=C(N[C@@H]1C[C@@H](Oc2cccc(F)c2)[C@H](O)[C@H]1O)c1ccccc1
→ 18, 4, 0, 1, 1, 0, 0, -1
44: O=C(NC1CCCC1)c1nnc2ccc(-c3ccccc3)nn12
→ 5, 2, -4, -6, -2, 6, 0, 8
45: Cc1ccc(-c2nc(-c3cccs3)cc(C(F)(F)F)c2C#N)cc1
→ i, -95, -188, -9, -11, -13, -6, -6
46: O=C(Cn1c(-c2ccc(F)cc2)nc2ccccc21)NC1CCCCC1
→ -6, -6, -9, -48, -1, 19, -3, 34*
47: O=C(Cn1cnc2sc(-c3ccccc3)cc2c1=O)N(Cc1ccccc1F)C1CC1
→ 35*, 8, 31*, 4, 0, 34*, 5, 16
48: Cc1cnc2c(c1SCC(=O)N1CCC(C)CC1)c(=O)n(C)c(=O)n2C
→ 8, 7, 3, -3, 3, 5, -1, 1
49: Cc1cc(C)nc(NC(=O)c2ccco2)n1
→ 0, 11, -5, 2, 1, 0, 2, 15
50: O=S(=O)(c1ccccc1)c1cnc(-c2ccccc2)nc1Oc1ccc(F)cc1F
→ 36*, -3, 13, 8, 0, 15, 2, 12
51: Cc1nnc(-c2c(S(=O)(=O)NC3CCCCC3)c(C)n(C)c2C)o1
→ -21, -8, -7, 1, -1, -17, -2, -9
52: CCOC(=O)c1ccc(-n2c(CN3CCN(c4cc(C)ccc4C)CC3)nc3ccc([N+](=O)[O-])cc3c2=O)cc1
→ 30*, 14, 12, 3, 2, 12, 6, 20
53: CC1CCCN(S(=O)(=O)c2ccc(-n3cnc(C(=O)NC4CC4)c3)nc2)C1 (stereo not drawn)
→ 32*, 28, 7, 9, -1, 45*, 25, 19
54: CCn1c(Cc2ccccc2)nnc1SCC(=O)Nc1cc(Cl)ccc1O
→ -13, 9, 9, -13, 0, 4, 7, 2
55: COc1ccc(-c2nc3ccccc3c(=O)n2CCCCOc2cccc(Cl)c2)cc1
→ -6, -7, -15, 4, 0, -3, 3, 0
56: COc1ccc(C(CC(=O)NCc2cccc(OC)c2)n2cccc2)cc1 (stereo not drawn)
→ 11, 2, 1, -4, 0, 38*, 0, -2
57: CNC(=O)c1nc(-c2ccc3cc[nH]c3c2)no1
→ -14, 0, -7, 0, -3, 6, 4, 2
58: Cc1cc(-c2nnc(SCC(=O)Nc3ccc(Br)c(C)c3)n2N)n[nH]1
→ 71*, 8, 38*, 12, 4, 23, 16, 31*
59: CC(C)NC(=O)c1nc(Cc2c[nH]c3ccccc23)no1
→ -13, -5, -7, -7, -4, -2, -1, -3
60: O=C(NC1CCC(O)CC1)N1CCCCCC1 (stereo not drawn)
→ 5, 0, -10, 2, -3, 1, 2, -2
61: O=C(COc1ccc2ccccc2c1)N1CCN(c2ccccn2)CC1
→ 9, -1, -12, 1, -1, -6, -1, -16
62: O=C(COc1ccc([N+](=O)[O-])cc1Cl)Nc1ccc2c(c1)CCC2
→ 0, 20, 21, -5, 0, 4, 3, -1

# 4 structures from above, ordered by number of heavy atoms, rising:
# Sequence of screens – USP30 block, OTUD3 inh, USP28 inh, USP7 inh, UCHL1 block, USP17 inh, USP10 block, USP8 inh
60: O=C(NC1CCC(O)CC1)N1CCCCCC1 (stereo not drawn)
→ 5, 0, -10, 2, -3, 1, 2, -2
59: CC(C)NC(=O)c1nc(Cc2c[nH]c3ccccc23)no1
→ -13, -5, -7, -7, -4, -2, -1, -3
51: Cc1nnc(-c2c(S(=O)(=O)NC3CCCCC3)c(C)n(C)c2C)o1
→ -21, -8, -7, 1, -1, -17, -2, -9
47: O=C(Cn1cnc2sc(-c3ccccc3)cc2c1=O)N(Cc1ccccc1F)C1CC1
→ 35*, 8, 31*, 4, 0, 34*, 5, 16
